# From PubChem BioAssay
# AmpC no deterg = inhibitors of E. coli AmpC beta-lactamase without detergent. AmpC nitrocefin hydrolysis, absorbance 480 nm, 0.0001% Triton. P00811. Potency, µM (doses to about 57.1 µM), inactives show at the top dose activity change, negative = inhibition, most hits filed as inhibitors. AID 485341. hit rate 0.52% among 330,000;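 also: potency is read from the fitted curve at half-maximal effect; plate controls were no compound for no effect and no enzyme for full effect; nearly all actives have a fitted effect of over 20% in size; some results filed as inactive show a strong effect at the top dose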
# Target sequence (P00811 whole entry, looked up): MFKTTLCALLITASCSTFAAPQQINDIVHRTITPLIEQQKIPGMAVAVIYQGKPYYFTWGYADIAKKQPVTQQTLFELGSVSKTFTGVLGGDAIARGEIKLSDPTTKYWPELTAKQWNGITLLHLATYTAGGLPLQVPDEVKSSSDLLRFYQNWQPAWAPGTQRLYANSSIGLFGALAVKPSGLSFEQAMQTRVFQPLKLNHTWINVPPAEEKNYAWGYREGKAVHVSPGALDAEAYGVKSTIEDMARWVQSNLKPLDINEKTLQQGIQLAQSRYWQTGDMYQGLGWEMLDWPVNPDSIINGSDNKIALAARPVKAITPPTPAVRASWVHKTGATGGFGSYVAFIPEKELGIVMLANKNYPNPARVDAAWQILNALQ
#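 AmpC (5.3 nM in the dispensed reagent) in 20 mM phosphate pH 7.0 with 0.01% (detergent screen) or 0.0001% Triton X-100 was preincubated with compounds for 15 min at room temperature. Nitrocefin was then added from an 800 uM solution, and hydrolysis was followed at 480 nm.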
# Sm TGR block = S. mansoni TGR enzyme inhibition. Q962Y6. purified TGR, DTNB reduction, TNB absorbance 405 nm. Potency, µM (titrated, usually from 114 µM), for inactives: top-dose activity change, negative = inhibition, most hits filed as inhibitors. hit rate 3% among 360,000. AID 485364; also: potency is read from the fitted curve at half-maximal effect; nearly all actives have a fitted effect of over 60% in size
#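 Kinetic colorimetric format: TGR-catalysed, NADPH-driven DTNB reduction monitored via TNB absorbance. Enzyme dispensed at 20 nM; compound exposure 15 min at room temperature before reaction start.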
# AmpC inh detg = AmpC beta-lactamase inhibition with detergent present; P00811; AmpC hydrolysis of nitrocefin, absorbance 480 nm, 0.01% Triton; Potency, µM (titrated, usually from 114 µM), for inactives: at the highest dose activity change, negative = inhibition, most hits filed as inhibitors; hit rate 0.041% among 370,000;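 also: potency is read from the fitted curve at half-maximal effect; 0% = no-compound wells and -100% = no-enzyme wells; nearly all actives have a fitted effect of over 25% in size; some results filed as inactive show a strong effect at the top dose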
#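 20 mM phosphate pH 7.0 + 0.01% (detergent screen) or 0.0001% Triton X-100; 5.3 nM AmpC reagent; cpd preinc 15 min RT; nitrocefin (800 uM stock) to start; A480 q20 s × 4 min; Activity was normalised to no-enzyme and no-compound control wells.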
# HCMV antiviral = inhibitors of human cytomegalovirus. hit rate 4.5% among 410,000. AID 1259415. HFF cells, HCMV-luciferase reporter, 72 h; active compounds read low. activity change, negative = inhibition, % at 57.5 µM; in the data active = activity change below about -60%; inconclusive = no clear call, values can overlap the other calls; inactive = above about -39%
#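 HFF cells seeded 16 h at 37C, treated with compounds, infected with luciferase-reporter HCMV at MOI 1 PFU/cell; luciferase read at 72 h post infection, normalized to buffer-only and Salinomycin controls.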
# Giardia FBPA inh = blocks Giardia fructose-bisphosphate aldolase activity. A8B2U2. purified Giardia FBPA. Potency, µM (top dose mostly 59.6 µM), inactives show top-dose activity, negative = inhibition, usual class: inhibitors. hit rate 0.71% among 290,000. AID 2451; also: potency is read from the fitted curve at half-maximal effect; nearly all actives have a fitted effect of over 55% in size
# Target sequence (A8B2U2 whole entry, looked up): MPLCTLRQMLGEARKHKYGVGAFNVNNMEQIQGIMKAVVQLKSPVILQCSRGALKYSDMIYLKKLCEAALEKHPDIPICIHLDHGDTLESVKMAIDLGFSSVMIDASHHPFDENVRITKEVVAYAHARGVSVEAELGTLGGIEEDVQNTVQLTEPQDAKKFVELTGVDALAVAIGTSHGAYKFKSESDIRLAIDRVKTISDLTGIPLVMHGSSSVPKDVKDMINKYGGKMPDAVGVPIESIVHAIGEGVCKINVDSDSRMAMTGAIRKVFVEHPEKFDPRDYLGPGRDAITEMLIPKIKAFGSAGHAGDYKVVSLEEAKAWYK
#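 Giardia FBPA (40 nM reagent) was preincubated 10 min at RT with compound (up to 57.5 uM final), then substrate plus GAPDH/TPI/NAD/arsenate coupling system with diaphorase/resazurin was added; resorufin fluorescence (525/598 nm) was read after 20 min.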
# AMA1-RON2 inh = AMA1-RON2 (P. falciparum) interaction inhibition. hit rate 0.2% among 360,000. AlphaScreen AMA1-biotinylated RON2 peptide binding. Potency, µM (series often up to 58.2 µM), inactives show at the highest dose activity change, negative = inhibition, usual class: inhibitors;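 also: potency is read from the fitted curve at half-maximal effect; 0% = vehicle wells and -100% = peptide control; nearly all actives have a fitted effect of over 45% in size; some results filed as inactive show a strong effect at the top dose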
#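 AMA1 (3D7) with his tag at 25 nM final met compounds first, then biotinylated RON2 peptide at 25 nM; detection used donor plus acceptor beads, 10 µg/mL apiece, read by AlphaScreen after 30 min at room temperature.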
# Active calls of the source: *; ? = inconclusive; · = not tested or not shown; [ ] = remark or other dose. Unless noted, calls follow the shape of the dose curve; as a rule, active = well fitted curve in the direction sought with a large enough effect; inconclusive = small, poorly fitted or top-dose-only effect, or another doubt; inactive = no such curve, though single readings can be large; an effect the other way counts as inactive or inconclusive. Unless noted, % is scaled to controls: 0 for no effect and ±100 for the full control effect.
SMILES,AmpC no deterg,Sm TGR block,AmpC inh detg,HCMV antiviral,Giardia FBPA inh,AMA1-RON2 inh
O=C(NCCN1CCN(C(=O)c2cccc(Br)c2)CC1)C(=O)NCc1ccccc1,75.2%[activator],-17.2%,-2.5%,6.2,-0.8%,3.5%
CC(=O)Nc1ccc(NC(=O)c2sc3nc4c(c(-c5ccc(C)cc5)c3c2N)CCC4)cc1,8.9%,-10.4%,?,·,3.1%,-9.0%
CCCCCN(C(=O)CCC(=O)OCC(=O)N(CC#N)c1ccccc1)c1c(N)n(CCCC)c(=O)[nH]c1=O,139.2%[activator],-6.4%,0.0%,-3.4,·,0.7%
COC(=O)c1ccc(Nc2cc(C)nc3ncnn23)cc1,-22.9%,4.4%,?,94.4,-5.3%,-8.7%
CCC(C(=O)OC)n1cnc2c(nnn2-c2cccc(Cl)c2)c1=O (stereo not drawn),13.8%,?,5.0%,14.2,9.1%,6.3%
Cc1ccc(Nc2nc(N)c([N+](=O)[O-])c(NCCO)n2)cc1,-38.6%,2.3%,-1.5%,-10.9,-0.7%,0.8%
CCC(=O)Nc1nc(C)nc(C)c1C(C)=O,-3.5%,0.5%,-4.1%,14.3,-0.4%,-0.9%
CCc1cc2c(cc3c(=O)n(CC(=O)N4CCCCC4)ncn32)s1,·,9.7%,16.7%,-37.6,·,·
N/C(=N\OC(=O)Nc1cccc(C(F)(F)F)c1)c1ccno1,-13.7%,-4.9%,0.9%,14.8,-1.5%,0.0%
O=S(=O)(c1cccc(S(=O)(=O)N2CCC(n3nnc4ccccc43)CC2)c1)N1CCCCC1,-9.7%,2.1%,?,34.0,0.4%,-21.5%
CCC1Oc2ccc(C)cc2N(CC(=O)NCCC2=CCCCC2)C1=O (stereo not drawn),-3.0%,-4.1%,-9.3%,15.1,-1.3%,-3.1%
C=C(C)c1ccc(C(C)(C)NC(=O)N2CCN(C)CC2)cc1,-5.9%,21.9%,-4.1%,63.4,3.7%,0.5%
CCCCCCN=C(C)c1ccccc1O,-0.8%,13.6%,6.3%,19.4,0.9%,-13.3%
COC(c1ccccc1)c1nnc(CCC(=O)NCCC(C)C)o1 (stereo not drawn),2.9%,1.7%,-1.9%,-31.5,1.6%,5.2%
Cc1cc(C)cc(Oc2ccccc2/C=N\O)c1,?,-7.7%,-0.8%,-15.9,2.3%,-7.1%
O=C(CCNS(=O)(=O)c1ccccc1)N1CCN(c2ccccc2F)CC1,4.7%,6.0%,-15.6%,26.7,·,7.0%
Cn1c(Cl)c(C(=O)Nc2ccc(Cl)cc2)c2ccccc21,-30.1%,4.4%,-0.6%,89.8,4.8%,8.2%
CCCCn1c(-c2csc(C(C)C)c2)n[nH]c1=S,-20.1%,1.5%,?,-26.6,17.3%,35.9%[activator]
COC(=O)C(C(=O)OC)c1ccc(N)cc1,69.9%[activator],3.8%,2.1%,-10.3,0.4%,5.5%
CCOC(=O)Cc1csc(NS(=O)(=O)c2ccccc2)n1,-27.8%,1.3%,?,-32.1,0.4%,-2.3%
CC1(C)CC(=O)c2cn3c(nc2C1)nc1ccccc13,-26.4%,-10.3%,-4.3%,12.4,-0.7%,-0.9%
CN(C)N1C(N)=C(C#N)C(c2ccc(F)cc2)C2=C1CC(C)(C)CC2=O (stereo not drawn),-23.9%,-1.2%,-5.4%,-38.4,-21.3%,7.0%
O=C(Nc1ccc(Oc2cccnc2)cc1)C1CCN(Cc2cccc(Cl)c2)CC1,51.0%,3.6%,-1.5%,-79.3*,0.6%,0.3%
O=C(O)c1cccnc1Br,-15.5%,16.5%,-4.7%,-24.6,9.7%,4.8%
CCN(C(=O)CSc1nc2ccccc2c2nc(CCn3c(C)nc4ccccc43)nn12)c1cccc(C)c1,·,9.9%,10.8%,12.6,·,·
COc1ccc(NC2=CC(=O)CC(c3ccccc3)C2)cc1 (stereo not drawn),-12.9%,·,?,-24.9,0.0%,7.2%
COc1cccc(NC(=S)N/N=C2\CC3CCC2(C)C3(C)C)c1 (stereo not drawn),-14.0%,78.0%[activator],?,29.3,7.4%,45.5%[activator]
COc1ccc(C(=O)NC2CCCc3ccccc32)cc1[N+](=O)[O-] (stereo not drawn),-21.9%,0.3%,-0.8%,4.4,-0.3%,-0.2%
COc1cc(OC)cc(C(=O)NCCCN2CCOCC2)c1,-4.1%,1.1%,-3.9%,20.0,2.7%,0.9%
CSc1ccc(/C=C(/NC(=O)c2ccccc2)C(=O)NCCN2CCOCC2)cc1,11.9%,2.7%,8.4%,14.2,·,-1.4%
CCOc1cc(N2CCOCC2)c(OCC)cc1NC(=O)COC(=O)c1cccc2ccccc12,-5.8%,5.8%,-18.2%,-36.1,-7.4%,-8.8%
Nn1c(SCC(=O)Nc2ccc3c(c2)OCO3)nnc1C(F)(F)F,-14.5%,-1.1%,3.7%,-19.0,10.6%,5.7%
OC(c1ccccc1)(c1ccccc1)c1ccn[nH]1,-14.7%,-4.6%,-12.7%,4.8,·,-2.0%
CC(=O)c1c(C(C)=O)c(C)n(-c2ccc(N)c(C)c2)c1C,-15.5%,-7.5%,4.0%,8.6,-0.7%,0.0%
COc1ccccc1NC(=O)CSc1nnnn1C,-3.3%,0.2%,-9.2%,-36.5,6.5%,-8.0%
O=C(CSc1nnc(Cc2ccccc2)o1)NCCN1C(=O)CSC1=O,-5.0%,6.8%,-5.8%,17.3,0.5%,-1.3%
O=C(c1ccc(NC2=NC3CS(=O)(=O)CC3S2)cc1)N(CCO)Cc1ccccc1 (stereo not drawn),-12.8%,6.0%,4.8%,17.8,·,0.8%
Cc1nn(Cc2ccccc2)c2c1C(c1ccco1)C(C#N)=C(N)O2 (stereo not drawn),-28.0%,50.1µM*,-2.6%,5.3,?,-17.7%
Nc1c(C(=O)N/N=C/c2ccccc2)cnn1-c1ccccc1,-36.4%,8.5%,4.1%,-2.4,0.1%,-6.8%
COC(=O)C1CCN(CC(=O)NC(=O)Nc2ccccc2F)CC1,5.0%,·,·,4.5,·,-7.4%
COc1ccc(CN2C(=O)c3cccnc3C2=O)cc1S(=O)(=O)NC1CCCCC1C (stereo not drawn),-6.3%,?,-3.0%,0.0,3.8%,43.4%[activator]
CC(NC(=O)COC(=O)C1(C)CC1(Cl)Cl)c1ccccc1 (stereo not drawn),3.7%,-1.0%,-0.2%,-9.1,·,3.4%
CCC1CCCCN1S(=O)(=O)c1ccc(S(=O)(=O)N(Cc2ccccn2)CC2CCCO2)cc1 (stereo not drawn),160.3%[activator],-14.9%,-6.6%,-23.1,0.5%,-21.5%
CCCOc1ccc(C(=O)C(CN2CCCC2)c2ccccc2)cc1 (stereo not drawn),14.3%,-12.5%,-8.0%,-81.8*,2.8%,-7.4%
COc1ccc(OCC(=O)Nc2ccc3c(c2)nc(CCN2CCOCC2)n3C)cc1,6.0%,-0.3%,-12.3%,-15.8,-11.7%,-26.1%
COc1ccc(S(=O)(=O)N2CCN(CC(=O)Nc3ccc(Cl)c(C(F)(F)F)c3)CC2)cc1,·,12.9%,-1.3%,?,·,·
O=C(Nc1ccc(F)cc1)c1ccccc1F,·,-32.3%,-0.8%,36.3,-7.2%,2.9%
CC(NC(=O)C12CC3CC(CC(C3)C1)C2)c1ccc(F)cc1 (stereo not drawn),-1.9%,-1.3%,?,5.6,9.8%,-7.5%
Cc1noc(C)c1COc1cccc(C(=O)N2CCN(C/C=C/c3ccccc3)CC2)c1,180.1%[activator],-18.3%,7.2%,-6.6,0.2%,-12.4%
CCNS(=O)(=O)c1ccc(CCC(=O)O)cc1,-8.2%,-4.1%,-11.4%,-35.9,1.8%,-3.7%
N#CC(C(=O)c1ccco1)c1ccccn1 (stereo not drawn),-14.5%,-13.1%,4.3%,40.8,-6.8%,3.8%
Cc1cc(C)cc(NC(=S)NCc2ccc3[nH]c4c(c3c2)CCCC4)c1,31.6µM*,-12.2%,-6.9%,-39.6,-1.6%,25.5%
COc1ccc(-c2c(C)nc(N)nc2-c2ccc(OC)cc2O)cc1,-6.6%,3.6%,2.5%,-30.4,2.9%,28.3%
CCN1C(=O)C(CC(=O)N2CCN(C(c3ccccc3)c3ccccc3)CC2)N(CC)C1=O (stereo not drawn),111.7%[activator],?,1.0%,19.7,0.1%,9.2%
CCCCCNS(=O)(=O)c1cc2c3c(c1)CCC(=O)N3CCC2,3.4%,-20.7%,?,-7.9,5.3%,-4.6%
CCOc1ccccc1CNC(=O)c1oc2c(c1C)-c1nn(Cc3cccc(Cl)c3)cc1CC2,·,0.8%,-2.0%,9.5,·,·
Cc1cc(C(=O)NNc2cc(Cl)ccc2Cl)no1,-20.2%,3.2%,2.8%,-8.7,1.9%,-12.2%
CCCn1nnnc1NC(=O)CSc1ccc(Cl)cc1,-33.3%,1.2%,?,-9.1,1.7%,15.5%
CC1(C)C(c2ccccc2)=[N+]([O-])C2(CCCCC2=O)N1O (stereo not drawn),-15.1%,0.0%,?,23.3,-5.2%,4.4%
CCc1ccc(NC(=O)C2CCN(c3ccc(Sc4ccc(C)cc4)nn3)CC2)cc1,·,0.0%,12.2%,6.0,·,·

# Exported bar-delimited: part of the list above.
compound | AmpC no deterg | Sm TGR block | AmpC inh detg | HCMV antiviral | Giardia FBPA inh | AMA1-RON2 inh
N#CC(C(=O)c1ccco1)c1ccccn1 (stereo not drawn) | -14.5% | -13.1% | 4.3% | 40.8 | -6.8% | 3.8%
Cc1cc(C)cc(NC(=S)NCc2ccc3[nH]c4c(c3c2)CCCC4)c1 | 31.6µM* | -12.2% | -6.9% | -39.6 | -1.6% | 25.5%
COc1ccc(-c2c(C)nc(N)nc2-c2ccc(OC)cc2O)cc1 | -6.6% | 3.6% | 2.5% | -30.4 | 2.9% | 28.3%
CCN1C(=O)C(CC(=O)N2CCN(C(c3ccccc3)c3ccccc3)CC2)N(CC)C1=O (stereo not drawn) | 111.7%[activator] | ? | 1.0% | 19.7 | 0.1% | 9.2%
CCCCCNS(=O)(=O)c1cc2c3c(c1)CCC(=O)N3CCC2 | 3.4% | -20.7% | ? | -7.9 | 5.3% | -4.6%
CCOc1ccccc1CNC(=O)c1oc2c(c1C)-c1nn(Cc3cccc(Cl)c3)cc1CC2 | · | 0.8% | -2.0% | 9.5 | · | ·
Cc1cc(C(=O)NNc2cc(Cl)ccc2Cl)no1 | -20.2% | 3.2% | 2.8% | -8.7 | 1.9% | -12.2%
CCCn1nnnc1NC(=O)CSc1ccc(Cl)cc1 | -33.3% | 1.2% | ? | -9.1 | 1.7% | 15.5%
CC1(C)C(c2ccccc2)=[N+]([O-])C2(CCCCC2=O)N1O (stereo not drawn) | -15.1% | 0.0% | ? | 23.3 | -5.2% | 4.4%
CCc1ccc(NC(=O)C2CCN(c3ccc(Sc4ccc(C)cc4)nn3)CC2)cc1 | · | 0.0% | 12.2% | 6.0 | · | ·
